Rin1-Abl PPI inh = inhibitors of human Rin1-Abl protein interaction; P00519+Q13671; TR-FRET Rin1/Abl binding, biochemical; inhibition, % at 7.35 µM; actives 0.4% (n = 360,000); in the data active = inhibition above about 5%, passing the limit was not always enough
PABP1 MLLE inh = blocks PAM2 peptide binding to the PABP1 MLLE domain | P11940 | GST-MLLE / FITC-PAM2 fluorescence polarization | inhibition, % at 20 µM | actives 0.36% (n = 360,000) | AID 588489; in the data active = inhibition above about 35%, passing the limit was not always enough;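 also: plate controls were DMSO wells with GST-MLLE for no effect and wells lacking GST-MLLE protein for full effect; some results filed as inactive read as strong as hits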
SKN-1 block = blocks SKN-1 activity in C. elegans. C. elegans VP596 Pgst-4::GFP/RFP ratio, acrylamide-induced, 24 h. inhibition, % at 21.8 µM. actives 0.49% (n = 360,000);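 active = interference check ratio from 0.5 to 1.5 plus GFP to RFP signal ratio inhibition reaching or exceeding a fixed threshold, cut at about 30% in these data, passing the limit was not always enough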; also: some compounds called inactive have numbers as strong as hits
Rpn11 block = blocks the human proteasome subunit Rpn11. O00487. human 26S proteasome, Ub4-pepOG fluorescence polarization; 20S core pre-blocked with epoxomicin. calls only at 20 µM. actives 0.59% (n = 360,000). AID 588493;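 active = inhibition at 20 µM, scaled to each plate's controls, above about 33%, limit read from the data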
CSN deneddyl inh = CSN deneddylation inhibition | Q92905 | Purified CSN, SCF-Nedd8-OG deneddylation, fluorescence polarization | inhibition, % at 12.5 µM | actives 0.38% (n = 360,000) | AID 651999;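 active = pattern-corrected inhibition above about 35%, with an unprinted fluorescence ratio check between 0.5 and 1.5, limit read from the data, passing the limit was not always enough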;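 also: 0% = enzyme with substrate and 100% = substrate without enzyme; some results filed as inactive read as strong as hits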
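Schedule: reaction 90 min, room temperature / Assay system: HEK293T-derived human Csn5 enzyme / Input: Csn5 at 0.24 nM final / Measure: inhibition of Csn5 cleavage, % / Control set: substrate-only high control, full reaction low control / Technique: fluorescence polarization of the substrate / Buffer or medium: Tris/NaCl/DTT buffer, pH 7.5 / Reagent: SCFSkp2-Nedd8OG substrate at 10 nM final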
FAS-TE inh = FAS thioesterase (human) inhibition. recombinant FAS-TE, OMFH fluorogenic substrate, fluorescence endpoint. P49327. inhibition, % at 15 µM. actives 0.67% (n = 360,000);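 active = compounds whose normalised, plate-corrected inhibition of enzyme fluorescence in the single-dose primary screen is 50% or more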;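 also: 0% = DMSO with enzyme and 100% = substrate without enzyme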
MT1-MMP act inh = inhibitors of human MT1-MMP activation; HT1080 RFP-PRO-GFP cells, GFP/RFP ratio fluorescence, overnight; percent of plate control window, DMSO zero; AID 651647; actives 0.061% (n = 360,000); P50281; GFP/RFP ratio change, % at 20 µM;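 active = GFP/RFP ratio change of at least 30% with cell ATP level not reduced by more than half and red fluorescence within 50% of control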; also: strong numbers were not always called active
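Assay system: HT1080 RFP-PRO-GFP cells. Benchmarks: DMSO vehicle wells and RFP-L50D-GFP reporter cell wells. Times: overnight cell settling, then overnight compound exposure, 37 °C, 5% CO2. Compound: 20 µM single dose, 1% DMSO. Read-out basis: GFP/RFP fluorescence ratio.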
Neddylation inh = blocks human cullin neddylation | P61081+Q13564 | TR-FRET cullin neddylation, biochemical | calls only at 25 µM | actives 0.58% (n = 360,000) | AID 651699; in the data active = inhibition above about 36%
NadD block = NadD (S. aureus) enzyme inhibition. actives 0.78% (n = 360,000). inhibition, % at 20 µM. purified NadD enzyme, colorimetric absorbance read-out; in the data active = inhibition above about 26%; also: some compounds past the cut are filed as inactive
Starred values were filed as active, the others as inactive; i = inactive; · = not tested or not shown; + = active, no number.

SMILES | Rin1-Abl PPI inh | PABP1 MLLE inh | SKN-1 block | Rpn11 block | CSN deneddyl inh | FAS-TE inh | MT1-MMP act inh | Neddylation inh | NadD block
Cc1c(C(=O)N2CCOCC2)sc(NC(=O)Cc2ccccc2)c1C#N | -5 | 6 | -5 | i | -2 | -3 | 3 | i | -4
O=C(NCC1CCCO1)c1onc(CSc2cccc3ccccc23)c1C(=O)O (stereo not given) | 4 | 9 | -7 | i | 0 | -11 | -2 | i | -6
CC(C)NC(=O)NC(=O)COC(=O)c1c2c(nc3ccccc13)CCC2 | 1 | 10 | 2 | i | 2 | 2 | 0 | i | 0
O=C(NCCS(=O)(=O)N1CCN(c2ccccc2F)CC1)c1ccc(Br)cc1 | 1 | 9 | -8 | i | 0 | -6 | 5 | i | 3
OCc1cc(-c2ccccn2)no1 | 2 | 5 | 26 | i | -3 | -7 | 8 | i | 2
COc1c(N2CCN(C(=S)Nc3ccccc3F)C(C)C2)c(F)cc2c(=O)c(C(=O)O)cn(C3CC3)c12 (stereo not given) | -2 | -40 | 1 | i | -2 | 3 | -23 | · | 7
CC(C)N(C1=N/C(=C\c2ccco2)C(=O)N1c1ccccc1)C(C)C | 2 | -8 | 10 | i | 10 | 18 | -12 | i | 3
COc1cc(C(C2C(=O)CC(C)(C)CC2=O)C2C(=O)CC(C)(C)CC2=O)cc(OC)c1OC | -2 | 26 | -10 | i | 1 | -8 | -1 | i | -10
CCOC(=O)C1(Cc2cccc(OC)c2)CCN(Cc2cccc(OC)c2OC)CC1 | -1 | -4 | 2 | i | -4 | -1 | -4 | i | -4
C[C@@H]1CN([C@@H](C)CO)C(=O)CCCn2cc(nn2)CO[C@H]1CN(C)S(=O)(=O)c1cccs1 | 0 | -5 | 0 | i | -1 | -8 | 3 | i | -10
CC(C)(C)c1ccc(-c2n[nH]c(=S)n2/N=C/c2ccncc2)cc1 | -6 | -81 | -3 | i | -5 | 6 | -5 | i | 5
CCOC(=O)C(CC1=CS(=O)(=O)c2ccc(Cl)cc21)(NC(C)=O)C(=O)OCC | 3 | -1 | 14 | i | -1 | -7 | -3 | i | -5
C=CCN(CC=C)CC(=O)Nn1c(C)ccc1C | 3 | 2 | 11 | i | 5 | -4 | 0 | i | 2
Cn1c(SCC(=O)C(C)(C)C)nnc1-c1ccc(F)cc1 | 1 | -16 | 4 | i | -20 | 1 | -1 | i | 7
NC(=O)c1csc(-c2ccc(CO)o2)n1 | 1 | 0 | 14 | i | -6 | -4 | 1 | i | -10
O=S(=O)(Nc1ccc(Cl)cc1)c1ccc(N2CCOCC2)c(NC(=S)NC2CC2)c1 | -2 | 22 | -3 | i | 0 | 3 | -2 | i | 3
CCc1nc(SCC(=O)N2CC(=O)Nc3ccccc32)c2c(C)c(C)sc2n1 | 3 | -4 | 7 | i | -1 | 12 | -13 | i | 1
NS(=O)(=O)c1ccc(CCNS(=O)(=O)c2cccs2)cc1 | 3 | -7 | -23 | i | -2 | -1 | -3 | i | 1
O=C(CN1C(=O)c2ccc([N+](=O)[O-])cc2C1=O)NCc1ccco1 | 0 | 3 | 9 | i | -2 | 26 | 0 | i | -8
CC(C)S(=O)(=O)N1CCCC(c2cc(C(=O)NCc3cccnc3)no2)C1 (stereo not given) | 0 | -1 | 10 | i | -2 | -9 | 0 | i | -1
O=C1OC(c2cccs2)=N/C1=C/c1ccc(-c2cccc(C(=O)O)c2)o1 | 4 | -87 | 1 | i | 28 | 40 | 2 | · | 9
Cc1cc(C(=O)N/N=C/c2c(C)nn(-c3ccccc3)c2Cl)n[nH]1 | 1 | -5 | -7 | i | 1 | -7 | 1 | i | -8
CCOC(=O)Nc1ccc(NS(=O)(=O)c2ccc(C)cc2)cc1 | 0 | 3 | 11 | i | 1 | 6 | -2 | i | -6
CC[n+]1ccc(/C=C/c2c[nH]c3ccccc23)cc1 | -100 | -78 | -26 | · | 66 | -17 | -212 | i | 14
CC1CCN(C(=O)CN(Cc2ccc(Cl)cc2)S(C)(=O)=O)CC1 | 0 | -11 | 8 | i | 1 | 1 | 9 | i | 21
Cc1c(C(=O)NCc2ccco2)sc(=O)n1Cc1ccc(S(C)(=O)=O)cc1 | -3 | 0 | -1 | i | -4 | -6 | 1 | i | -2
O=C(CC(Cc1ccccc1)C(=O)O)Nc1ccccc1 (stereo not given) | 1 | -8 | -5 | i | 0 | -3 | -2 | i | -5
O=C(NCC1CCCO1)c1ccc(Br)o1 (stereo not given) | 0 | 7 | 5 | i | -3 | -3 | 3 | i | -2
O=C(Nc1ccccn1)c1ccc(S(=O)(=O)N2CCCCC2)cc1 | -1 | -2 | 13 | i | -1 | -1 | 2 | i | 0
COc1cc(/C=C2/C(=O)NN(c3ccc(Cl)cc3)C2=O)ccc1OC(=O)c1ccco1 | 1 | 17 | -2 | i | -3 | -6 | -2 | i | 14
CCCS(=O)(=O)N1CCC(C(=O)NCCc2ccccc2)CC1 | 2 | -7 | 1 | i | -5 | -4 | 1 | i | 5
O=C(c1ccco1)N1CCN(C2CC(=O)N(c3ccc(F)c(Cl)c3)C2=O)CC1 (stereo not given) | -1 | -7 | 4 | i | -1 | -3 | 2 | i | -3
COc1cc(C2C(C(=O)c3ccco3)=C(O)C(=O)N2Cc2ccccc2)ccc1O (stereo not given) | -4 | 1 | -6 | i | 1 | 0 | 7 | i | -2
COCCNC(=O)C1(C)CCCN(Cc2sc(C)nc2C)C1 (stereo not given) | -4 | 4 | 14 | i | -3 | -6 | 1 | i | 0
CC1CCN(C(=O)CN2C(=O)c3ccccc3S2(=O)=O)CC1 | -2 | 6 | 6 | i | -3 | -7 | 11 | i | 3
CS(=O)(=O)N1CCN(CC(=O)NC2CCCC2)CC1 | -1 | -3 | 0 | i | 0 | -6 | 0 | i | -7
O=C(Nc1nnc(SCc2c(Cl)cccc2Cl)s1)c1cccc([N+](=O)[O-])c1 | -2 | 2 | -15 | i | 0 | 21 | 1 | i | 7
Cc1ccc(C)c(OCCCC(=O)NC2CCCCC2)c1 | 2 | 5 | 9 | i | 1 | -2 | -3 | i | -2
Cc1c(Cl)cccc1NC(=O)c1ccc(OCC(=O)NCc2ccccc2)cc1 | 0 | 8 | 4 | i | 4 | -5 | 10 | i | -1
O=C(Nc1ccc(C(=O)N2CCCCC2)cc1)[C@H]1O[C@@H](n2ccc(=O)[nH]c2=O)[C@H](O)[C@@H]1O | 4 | 9 | 3 | i | 2 | -5 | -1 | i | -2
CCCc1cc(=O)[nH]c(SCC(=O)Nc2sc3c(c2C(N)=O)CCCC3)n1 | 3 | -11 | -10 | i | -3 | 0 | 3 | i | 7
CN(C)C(CNC(=O)c1cc2ccccc2o1)c1ccccc1 (stereo not given) | 4 | 7 | -17 | i | -3 | -3 | -5 | i | -6
O=S1(=O)CC(N2CCCCC2)C1CN1CCCCC1 (stereo not given) | 2 | -7 | -9 | i | 1 | -8 | -5 | i | -1
COC(=O)C[C@H]1C[C@H]2c3cc(NC(=O)C4CCOCC4)ccc3O[C@H]2[C@H](CO)O1 | 4 | 9 | -13 | i | 0 | -8 | 1 | i | -4
Cc1onc(-c2ccccc2)c1C(=O)N1CCOCC1 | 0 | 10 | -7 | i | -4 | -11 | 4 | i | -5
Cc1ccc(NC(=O)CN2C(=O)C3C4C=CC(C4)C3C2=O)cc1 (stereo not given) | 6.3* | 1 | -5 | i | -6 | -10 | -1 | i | 1
O=C(CSc1nnc(CNC(=O)c2c(F)cccc2F)o1)NCc1ccco1 | 0 | -5 | 14 | i | 1 | -6 | 2 | i | -1
CC(NC(=S)NCCCN1CCOCC1)C12CC3CC(CC(C3)C1)C2 (stereo not given) | -4 | -31 | -13 | i | 1 | -4 | -1 | i | -10
O=C(NC1CCCC1)c1ccc(Cl)c(S(=O)(=O)N2CCCCC2)c1 | 0 | 6 | -15 | i | 2 | 2 | 1 | i | -3
CCN1CCN(CCNC(=O)CS(=O)(=O)Cc2nc(-c3ccc(C)cc3)oc2C)CC1 | -1 | -7 | -3 | i | 1 | -5 | 0 | i | 0
COc1cc(/C=N/n2nnnc2N)cc(OC)c1OC | -5 | 5 | -3 | i | -1 | -9 | 3 | + | 0
O=C(NC(=S)NC1CCSC1=O)c1ccccc1 (stereo not given) | -1 | 26 | 8 | i | -2 | -5 | -8 | i | -6
Cc1ccc([N+](=O)[O-])cc1/C=N/Nc1nnnn1-c1ccccc1 | 2 | -4 | 10 | i | 3 | -3 | 9 | i | 1
CCOCCCNC(=O)C(c1ccc(C)cc1)N1CCOCC1 (stereo not given) | 1 | 1 | -11 | i | -8 | -3 | -4 | i | 0
CC(=O)Nc1ccc(S(=O)(=O)N2CCN(c3ccc([N+](=O)[O-])cc3)CC2)cc1 | -3 | 2 | 0 | i | -1 | 28 | 0 | i | -10
COc1cc(CN2CCC(C(N)=O)CC2)ccc1OCc1ccccc1 | 0 | 9 | 7 | i | 0 | -6 | -3 | i | -7
N#C/C(=C(/O)COC(=O)c1ccccc1O)c1nc2ccccc2s1 | 1 | -8 | 5 | i | 7 | 2 | -8 | i | 16
CCCCOc1cccc2c(=O)n(CC(=O)Nc3ccc4c(c3)OCCO4)ccc12 | 0 | 8 | 5 | i | 5 | -5 | 1 | i | 0

Arranged by molar mass (high to low): part of the list above
SMILES | Rin1-Abl PPI inh | PABP1 MLLE inh | SKN-1 block | Rpn11 block | CSN deneddyl inh | FAS-TE inh | MT1-MMP act inh | Neddylation inh | NadD block
COc1c(N2CCN(C(=S)Nc3ccccc3F)C(C)C2)c(F)cc2c(=O)c(C(=O)O)cn(C3CC3)c12 (stereo not given) | -2 | -40 | 1 | i | -2 | 3 | -23 | · | 7
O=C(Nc1nnc(SCc2c(Cl)cccc2Cl)s1)c1cccc([N+](=O)[O-])c1 | -2 | 2 | -15 | i | 0 | 21 | 1 | i | 7
CCc1nc(SCC(=O)N2CC(=O)Nc3ccccc32)c2c(C)c(C)sc2n1 | 3 | -4 | 7 | i | -1 | 12 | -13 | i | 1
CCCc1cc(=O)[nH]c(SCC(=O)Nc2sc3c(c2C(N)=O)CCCC3)n1 | 3 | -11 | -10 | i | -3 | 0 | 3 | i | 7
O=C(c1ccco1)N1CCN(C2CC(=O)N(c3ccc(F)c(Cl)c3)C2=O)CC1 (stereo not given) | -1 | -7 | 4 | i | -1 | -3 | 2 | i | -3
CC(NC(=S)NCCCN1CCOCC1)C12CC3CC(CC(C3)C1)C2 (stereo not given) | -4 | -31 | -13 | i | 1 | -4 | -1 | i | -10
O=C1OC(c2cccs2)=N/C1=C/c1ccc(-c2cccc(C(=O)O)c2)o1 | 4 | -87 | 1 | i | 28 | 40 | 2 | · | 9
COc1cc(CN2CCC(C(N)=O)CC2)ccc1OCc1ccccc1 | 0 | 9 | 7 | i | 0 | -6 | -3 | i | -7
COCCNC(=O)C1(C)CCCN(Cc2sc(C)nc2C)C1 (stereo not given) | -4 | 4 | 14 | i | -3 | -6 | 1 | i | 0
CS(=O)(=O)N1CCN(CC(=O)NC2CCCC2)CC1 | -1 | -3 | 0 | i | 0 | -6 | 0 | i | -7
